OX1R antag-1 = blocks the human orexin 1 receptor. O43613. CHO/OX1R cells, Fluo-8 calcium fluorescence, orexin A. inhibition, % at 5 µM. 0.43% of 330,000 active. AID 434989;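 active = inhibition above its plate's threshold, mean inhibition of all tested compounds on the plate plus 3 SD, cut at about 37% in these data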;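 note: 0% = orexin A challenge wells and 100% = SB-334867-A antagonist wells; not every result past the cut was called active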
Target sequence (O43613 whole entry, looked up): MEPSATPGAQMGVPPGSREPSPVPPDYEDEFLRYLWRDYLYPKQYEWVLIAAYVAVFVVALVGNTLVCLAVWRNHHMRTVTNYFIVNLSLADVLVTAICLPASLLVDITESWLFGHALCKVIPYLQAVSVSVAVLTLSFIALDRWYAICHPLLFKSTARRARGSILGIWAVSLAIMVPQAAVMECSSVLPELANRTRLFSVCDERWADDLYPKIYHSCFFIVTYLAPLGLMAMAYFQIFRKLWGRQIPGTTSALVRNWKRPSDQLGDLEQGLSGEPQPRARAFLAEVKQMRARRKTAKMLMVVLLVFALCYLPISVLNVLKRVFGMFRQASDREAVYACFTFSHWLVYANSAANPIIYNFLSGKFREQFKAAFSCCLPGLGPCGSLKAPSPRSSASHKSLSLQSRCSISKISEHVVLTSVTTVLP
OX1R antag-2 = antagonists of human orexin 1 receptor (OX1R); AID 485270; OX1R-expressing cells, FRET antagonist read-out; 1.8% of 330,000 active; O43613; inhibition, % at 6.6 µM; in the data active = inhibition mostly above about 38%, no sharp cut-off; inactive = mostly below about 40%;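 note: 0% = agonist challenge alone and 100% = reference antagonist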
Starred values were filed as active, the others as inactive.

Compound	OX1R antag-1	OX1R antag-2
CCN1CCn2c3c(c4cc(Cl)ccc42)CCCC31 (centres undefined)	-14	10
O=c1c2c(nc3nc(CCc4ccccc4)[nH]n13)CCC2	-39	11
O=C(N/N=C/c1ccc(N2CCOCC2)s1)c1ccccc1Cl	-6	18
Cc1ccc(OCc2nnc(SCC(=O)Nc3nccs3)n2-c2ccccc2)cc1C	2	0
O=C(O)/C=C/C(=O)Nc1ccccc1-c1ccccc1NC(=O)/C=C/C(=O)O	-7	16
Cc1ccc(C(C(=O)NCC2CCCO2)N(Cc2ccccc2F)C(=O)Cn2nnc(-c3cccs3)n2)cc1 (centres undefined)	-4	20
Cc1ccc(OCc2ccc(C(=O)NCC3CCCO3)cc2)cc1 (centres undefined)	5	12
Nc1nnc(SCc2cccc(C(F)(F)F)c2)s1	-6	0
CCN(C(=O)c1cnc(NC(C)C)cc1C(F)(F)F)c1ccc(Cl)cc1Cl	-26	11
CCN(CC)c1nc(N2CCOCC2)c(C#N)c2c1CN(C)CC2	-35	28

Given as labelled records: entries from further up.
Compound: Cc1ccc(C(C(=O)NCC2CCCO2)N(Cc2ccccc2F)C(=O)Cn2nnc(-c3cccs3)n2)cc1 (centres undefined)
  OX1R antag-1 = -4
  OX1R antag-2 = 20

Compound: Cc1ccc(OCc2ccc(C(=O)NCC3CCCO3)cc2)cc1 (centres undefined)
  OX1R antag-1 = 5
  OX1R antag-2 = 12

Compound: Nc1nnc(SCc2cccc(C(F)(F)F)c2)s1
  OX1R antag-1 = -6
  OX1R antag-2 = 0

Compound: CCN(C(=O)c1cnc(NC(C)C)cc1C(F)(F)F)c1ccc(Cl)cc1Cl
  OX1R antag-1 = -26
  OX1R antag-2 = 11

(continued)
Compound	OX1R antag-1	OX1R antag-2
COc1ccc(/C=N/NC(=O)OC(C)(C)C)cc1OC	-7	28
Cc1[nH]n(C(N)=S)c(=O)c1N=Nc1ccccc1C(F)(F)F	-5	18
O=C(NCc1ccc2c(c1)OCO2)c1cc(Cl)ccc1Cl	-31	-1
CCn1c(SC(C)C)nnc1C1CCN(S(=O)(=O)c2ccc(OC)cc2)CC1	-26	4
COC(=O)c1cc2n(n1)CCN(Cc1ccccc1Cl)C2=O	-2	6
O=C1OC(c2ccccc2)=C/C1=C/c1cccs1	-14	12
CC(=O)Nc1ccc(Nc2nnc(-c3ccc(C)c(S(N)(=O)=O)c3)c3ccccc23)cc1	-14	0
Cc1ccc([N+](=O)[O-])cc1NC(=O)CCSc1ccc(Cl)cc1	3	26
COc1ccc(NC2(c3ccc(Cl)cc3)C(=O)c3ccccc3C2=O)cc1	-25	19
Cn1nc(-c2ccccc2)cc1NC(=O)C1CCCCC1	-14	5
O=C(N=C1SC2CS(=O)(=O)CC2N1CCc1ccccc1)C1CC1 (centres undefined)	-14	11
Cc1cc(C)c(C)c(S(=O)(=O)N[C@@H](C)C(=O)OCC(=O)NC2CCCC(C)C2C)c1C (some centres undefined)	-19	3
COc1ccc(CNC(=O)Cn2cccc2C(=O)c2ccccc2)cc1	-7	9
Fc1ccc(-n2c(-c3cc(C4CC4)[nH]n3)n[nH]c2=S)cc1Cl	-19	7
COc1ccc(C(=O)c2ccc3oc(-c4ccc(OC)cc4)c(C#CCCO)c3c2)cc1	-10	15
O=C(CNC(=O)Cc1ccccc1)NCC(=O)OCC(=O)c1ccc(F)cc1	-11	10
Fc1cccc(-c2c(-c3ccccc3)ncc3cc(F)ccc23)c1	-25	6
CCOC(=O)C1=C(c2ccccc2)NC(SCC(=O)Nc2ccccc2C)=C(C#N)C1c1ccco1 (centres undefined)	-18	7
COC(=O)C1=NN(c2ccc(C)cc2)C2(S1)SC(C(C)=O)=C(C)N2c1ccccc1 (centres undefined)	-25	18
CS(=O)(=O)N(CC(O)CON=C1c2ccccc2-c2ccccc21)c1ccc(F)cc1 (centres undefined)	25	20
COc1ccc(F)cc1S(=O)(=O)NCC(=O)NCc1cc(=O)n(C)c(=O)n1C	-14	19
O=C(NNC(=O)c1ccc([N+](=O)[O-])o1)c1ccccc1	-5	136*
CN(C)c1ccc(Nc2cc(Cl)ncn2)cc1	-19	4
Cc1cc(NC(=O)CSc2nnc(-c3ccccc3F)n2C)no1	-8	13
CCCN(CCC)C1CC(=O)N(Cc2ccccc2)C1=O (centres undefined)	-19	16
COc1ccc(N2CCN(Cc3nc4c(c(=O)n(C)c(=O)n4C)n3CCc3ccccc3)CC2)cc1	-13	-2
COc1ccc(C(=O)NCc2ccc3c(c2)OCO3)cc1S(=O)(=O)N(C)Cc1ccccc1	-2	7
N#CC1=C(N)OC2=C(C(=O)CCC2)C1c1cccs1 (centres undefined)	-14	2
CCC(OC(=O)c1ccco1)C(=O)NCc1ccc(OC)cc1 (centres undefined)	9	0
CC1CCCC(NC(=O)COC(=O)c2ccc3c(c2)OCCO3)C1C (centres undefined)	-16	-1
CS(=O)(=O)N1CCc2cc(-c3csc(NC(=O)Cc4ccccc4)n3)ccc21	5	12
COc1cc(CN2CCC(C(=O)NC3CCCC3)CC2)cc(OC)c1O	-18	8
Oc1cccc(N2Cc3ccccc3C2)c1	5	-4
Clc1ccc(N=C2SCCS2)cc1	-4	11
CN1CCN(CC#CCC2(O)c3ccccc3-c3ccccc32)CC1	-26	5
CCN(CC(=O)Nc1c(F)cccc1F)C(=O)c1ccccc1F	-14	3
Cc1nc(Sc2ccc(Cl)cc2)c(C#N)c(C)c1[N+](=O)[O-]	-3	8
CN(Cc1ccsc1)C(=O)CCc1nnc(Cc2c[nH]c3ccccc23)o1	-37	18
[O-]/C(=C(\C(=S)Nc1ccc(SC(F)F)cc1)[n+]1cccc(CO)c1)c1ccc(Cl)s1	0	20
COc1ccccc1Oc1ccccc1[N+](=O)[O-]	-17	10
COc1ccc(NS(=O)(=O)c2ccc(N3CCOCC3)c(NC(=O)c3ccco3)c2)cc1	-8	23
O=C(c1ccccc1F)N(Cc1ccccc1)C1CCS(=O)(=O)C1 (centres undefined)	-38	23
Cc1ccc2c(CSc3nnnn3C)cc(=O)oc2c1	-16	62*
O=c1c2ccccc2nc(-c2cccs2)n1-c1ccc2ccccc2c1	-46	13
COc1ccc(C(=O)COC(=O)c2cc(C)no2)c(OC)c1	-19	-1
Cc1ccc(-n2ncc3c(NCc4ccccn4)ncnc32)c(C)c1	-7	20
Cc1cccn2c(=O)c3cc(C#N)c(=N)n(CCCN4CCOCC4)c3nc12	-67	144*
Oc1ccc(C[C@@H]2CNCCN2CCCCC2CCCCC2)cc1	-4	5
C/C(=N/NC(=O)CNC(=O)/C=C/c1ccccc1)c1ccco1	-13	16
CCc1c(O)nc(SCC(N)=O)n(-c2ccccc2F)c1=O	2	10

The results go on.
Compound	OX1R antag-1	OX1R antag-2
COc1ccc(N2CCN(C(=O)CCc3ccccc3OC)CC2)cc1	-19	2
O=C(Cc1ccc(Cl)cc1)NC(=S)Nc1ccccc1O	62*	-5
CN(C)CCN(Cc1ccco1)S(=O)(=O)c1ccc(-c2ccc(=O)[nH]n2)s1	2	31
COc1ccc(CC(=O)NCC2CCCN(Cc3cccc(SC)c3)C2)cc1 (centres undefined)	-21	6
O=C(Nc1ccccc1)c1cccc(NC(=O)c2ccco2)c1	8	16
CCN(c1ccc(NC(=O)CSCc2c(C)noc2C)cc1)C(C)C	-9	9
COc1ccc(C2N3CC4(C)CN2CC(C)(C3)C4O)cc1 (centres undefined)	-7	-8
O=C(NCCc1ccc(Cl)cc1)c1cc2ccccn2n1	-17	5
CCN1C(=O)/C(=C2\SC(=S)N(CCCOC)C2=O)c2ccccc21	-13	28
O=C(CCCCCNC(=S)Nc1ccc(Cl)cc1)C[N+](=O)[O-]	0	16
O=C(CSc1nnc(-c2cccnc2)o1)Nc1cccc(F)c1	-7	11
C=CCN1C(=O)c2ccc(C(=O)N(C)CC(=O)Nc3ccccc3Cl)cc2C1=O	-23	31
COc1ccc2nc(-n3c(O)c(C4=c5ccccc5=NC4=O)[nH]c3=S)sc2c1	-8	18
Cc1cccc2nc(CNC(=O)CC3C(=O)NCCN3Cc3cccc(F)c3)cn12 (centres undefined)	-15	7
Cc1cccc(NC(=O)CSc2ccc(-c3ccco3)nn2)c1	-20	20
C=CCn1c(NCCc2ccccc2)nc2c1c(=O)n(C)c(=O)n2C	31	16
O=C(c1cc(-c2cccs2)nc2ccccc12)N1CCN(c2ccccc2)CC1	-34	10
O=C1C2C3C=CC(CC3)C2C(=O)N1c1ccc(Cl)cc1Cl (centres undefined)	-2	14
CCOc1ccc(C(C)NC(=O)Cc2ccccc2F)cc1OCC (centres undefined)	-15	12
COc1ccc(-c2onc(C)c2-c2ccccc2)c(O)c1	5	31
S=c1[nH]nc(-c2ccc(Cl)cc2)n1/N=C/C=C/c1ccco1	2	10
CCc1cccc(NC(=O)CN(c2ccc(C)cc2)S(=O)(=O)c2c(C)noc2C)c1	-4	27
CCOC(=O)C(CC)(CCC(=O)OC)c1csc(Nc2ccccc2O)n1 (centres undefined)	-23	7
O=C(OCC(=O)N1CCN(c2ccccc2)CC1)C1=COCCO1	-9	8
CCOC(=O)C1CCCN(C(=O)c2ccc(NC(=O)CC3SC(N4CCCC4)=NC3=O)cc2)C1 (centres undefined)	-8	9
Cc1cc(NC(=O)CN2C(=O)NC3(CCCCCC3)C2=O)no1	-18	9
N#CCCN1C(=O)C2(OCCO2)c2ccccc21	8	-4
COC(=O)c1c(N)c2ccccc2[nH]c1=O	-11	15
Cc1cccc2cc(CN(Cc3nnnn3C3CCCC3)C3CCCCC3)c(=O)[nH]c12	-14	39
Nc1ncnc2c1ncn2[C@@H]1O[C@H](CNCc2c(OCc3ccccc3F)ccc3ccccc23)[C@@H](O)[C@H]1O	-13	-1
CN(C)S(=O)(=O)c1ccc(C(=O)N2CCN(C(=O)C3CCCO3)CC2)cc1 (centres undefined)	-18	7
CCCN(CCC)CCNC(=O)CN1C(=O)COc2ccc(S(=O)(=O)N3CCOCC3)cc21	7	11
O=C(N/N=C/c1cccnc1)c1ccccc1NS(=O)(=O)c1cccs1	-21	21
COCCn1c(N)c(N(Cc2ccccc2)C(=O)CSCC(=O)Nc2ccc(C)cc2)c(=O)[nH]c1=O	12	12
Cc1ccc2c(C)c(C(=O)N(C)Cc3nccn3C)oc2c1C	-19	27
COc1ccc(OC)c(NC(=O)COC(=O)/C=C/c2c(C)nn(C3CCS(=O)(=O)C3)c2Cl)c1 (centres undefined)	-9	9
O=C(O)C1CCCCC1C(=O)Nc1cc(Cl)ccc1Cl (centres undefined)	-16	11
CCOC(=O)C(=CNc1ccc(Oc2cccnc2)nc1)C(=O)OCC	-13	11
Cc1ccc(CNC(=O)CSc2nc(C)cs2)cc1	-8	5
COc1ccc(S(=O)(=O)N2CCOC2CNC(=O)C(=O)NCCCc2ccccc2)cc1 (centres undefined)	-3	28
Cc1cccc(C(=O)NCc2nnc(SCC(=O)NC3=NCCS3)n2C)c1	-11	8
CCc1ccc(OCC(=O)NNC(=O)c2cnccn2)c(Br)c1	-3	14
COc1ccc(CCC(=O)OCC(=O)Nc2sccc2C(N)=O)cc1OC	46*	36*
CN(C(=O)COC(=O)c1cc(S(=O)(=O)N2CCOCC2)ccc1Cl)C1CCS(=O)(=O)C1 (centres undefined)	-2	14
Cc1ccc(-c2cc(C(F)(F)F)n3ncc(C(=O)NCc4ccco4)c3n2)cc1	-15	10
Cc1c(C(=O)O)oc2ccc(S(=O)(=O)N3CCCC3)cc12	-12	29
CC1CCN(S(=O)(=O)c2ccc(S(=O)(=O)NCc3cccnc3)cc2)CC1	0	7
CCC(C)[C@H](NC(=O)NCc1ccc(F)cc1)C(=O)O (some centres undefined)	10	3
CC(C)c1nnc(NC(=O)CSc2nnc(NC(=O)c3c(F)cccc3F)s2)s1	-4	3
CC[C@H](C)[C@H](NC(N)=O)C(=O)Nc1ccc2c(c1)OCO2	-18	-9

(listing goes on)
Compound	OX1R antag-1	OX1R antag-2
Cc1ccc(Nc2ncnc(N)n2)cc1	-9	1
O=C(CNC(=O)/C(=C\c1ccc(F)cc1)NC(=O)c1ccccc1)OCc1ccccc1	-18	10
CC(=O)Nc1ccc(S(=O)(=O)N(C)CC(=O)OCC(=O)N2CCCCCC2)cc1	-12	20
O=C(/C=C/c1ccccc1)NC1CCSC1=O (centres undefined)	2	20
Cc1cccc(NC(=S)Nc2ccc(Oc3ccccc3)cc2)n1	-11	14
COc1ccc2sc(-c3ccccc3OC)c(-c3ccc4c(c3)OCCO4)c2c1	-23	9
c1ccc(Cn2cc(CN3CCCCO3)c(-c3ccc4c(c3)OCO4)n2)cc1	-25	4
CC1CCCN(C(=O)CN2C(=O)CSc3ccc(S(=O)(=O)N4CCOCC4)cc32)C1 (centres undefined)	7	-6
C=CCC[C@H](Cc1ccc(F)cc1)C(=O)OC[C@@H](C)NC(=O)[C@@H](CC=C)CC(=O)N[C@H](CO)Cc1ccccc1	21	13
COc1cccc(C2=NOC(C(=O)Nc3ccc(C(C)=O)cc3)C2)c1 (centres undefined)	1	17
O=C(CCS(=O)(=O)c1ccccc1)Nc1nccs1	5	17
Cc1cc(N2CCN(Cc3cn(C)nc3-c3ccccc3F)CC2)cc(C)n1	-11	12
O=C1CN(C(=O)COC(=O)c2ccc([N+](=O)[O-])s2)c2ccccc2N1	-13	45*
CCOC(=O)C1=C(OCc2ccc(Cl)cc2)C2C=C(C)C=CC2N=C1 (centres undefined)	-28	20

Screening results: PubChem, The Scripps Research Institute Molecular Screening Center

This is a random part of the collection; 2.1% or so of the library scored in one or more.
